Screening results as filed in PubChem BioAssay.
S1P3 antag = S1P3 receptor antagonists, primary screen, cell-based; inhibition, % at 4.98 µM; CHO S1P3 NFAT-BLA reporter, FRET fluorescence, antagonist mode; actives 0.27% (n = 170,000);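 active = inhibition above the plate cutoff, the mean inhibition of test wells on that plate plus 3 SD, cut at about 28% in these data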;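 also: cells challenged with S1P at its EC80 of 0.8 µM; blue over green emission ratio from cleaved BLA substrate after 4 h stimulation; 0% = S1P-stimulated wells and 100% = unstimulated DMSO-only wells; some compounds past the cut are filed as inactive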
Target sequence (Q99500 whole entry, looked up): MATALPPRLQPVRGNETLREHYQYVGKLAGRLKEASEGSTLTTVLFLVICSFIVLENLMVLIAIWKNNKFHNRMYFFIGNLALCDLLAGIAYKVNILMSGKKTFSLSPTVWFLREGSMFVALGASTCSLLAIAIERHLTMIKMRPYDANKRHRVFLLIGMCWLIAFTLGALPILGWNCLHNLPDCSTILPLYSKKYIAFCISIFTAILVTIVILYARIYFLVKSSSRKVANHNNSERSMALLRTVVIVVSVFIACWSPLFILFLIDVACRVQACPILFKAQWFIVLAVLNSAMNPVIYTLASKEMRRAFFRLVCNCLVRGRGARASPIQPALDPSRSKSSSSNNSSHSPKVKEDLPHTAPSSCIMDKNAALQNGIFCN
PPARg SRC2 recr = agonists of PPARg-SRC-2 recruitment, primary screen, biochemical, HTS. Peroxisome proliferator-activated receptor gamma (Homo sapiens), P37231. PPARgamma LBD-SRC-2 recruitment. activation, % at 8 µM. actives 0.34% (n = 200,000). AID 1032, 2008; in the data active = activation above about 22%;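 also: 0% = vehicle and 100% = reference agonist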
PPARg SRC-1 ag = PPARgamma agonists recruiting SRC-1 coactivator, primary screen, biochemical; Peroxisome proliferator-activated receptor gamma (Homo sapiens), P37231; PPARgamma-SRC-1 coactivator recruitment biochemical assay; activation, % at 8 µM; actives 0.41% (n = 200,000); AID 631, 2007; in the data active = activation above about 19%;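 also: 0% = DMSO and 100% = reference agonist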
bIAP inh = bovine intestinal alkaline phosphatase inhibitors, primary screen, selectivity assay for TNAP inhibitor project, biochemical, bovine IAP, CDP-star luminescence | AID 1019, 2008 | alkaline phosphatase, intestinal [Bos taurus] | inhibition, % at 20 µM | 190,000 tested, under 10 active | purified bovine IAP, 30 min;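 active = over 50% inhibition of intestinal alkaline phosphatase at 20 µM in the single-dose screen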
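Assay system – bovine IAP enzyme · Quantity – bovine IAP at 1/65,000,000 final dilution · Detection – CDP-star luminescence signal · Times – 30 min reaction at room temperature · Also added – CDP-star substrate at 30 µM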
TLR4 MyD88 comp = inhibitors of TLR4-MyD88 association in cells, primary screen, cell-based, HeLa CL3-4, BLA complementation, FRET ratio. Toll-like receptor 4 (Homo sapiens) + Myeloid differentiation primary response protein …. HeLa CL3-4 TLR4/MyD88 BLA complementation. inhibition, % at 8.4 µM. actives 0.18% (n = 200,000). AID 861, 2007; in the data active = inhibition above about 25%;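 also: 0% = vehicle and 100% = reference inhibitor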
L major viab = Leishmania major promastigote growth inhibition, primary screen | Leishmania major promastigotes, resazurin fluorescence viability | inhibition, % at 10 µM | actives 9% (n = 200,000) | AID 1063, 2008; in the data active = inhibition above about 50%;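 also: promastigotes grown with compound for 44 hours at 28 °C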
SRC2 TRFRET art = TR-FRET signal artefacts, primary screen, artefact control for PPARgamma SRC-2 agonist project, biochemical; TR-FRET artefact counter-screen; active compounds read high; TR-FRET ratio at 8 µM; actives 0.4% (n = 200,000); AID 1049, 2008; in the data active = TR-FRET ratio above about 2000; also: inactives centre near 1500
PPARg SRC3 recr = PPARgamma agonists recruiting SRC-3 coactivator, primary screen, biochemical; Peroxisome proliferator-activated receptor gamma (Homo sapiens), P37231; biochemical PPARgamma/SRC-3 coactivator recruitment assay; activation, % at 8 µM; actives 0.26% (n = 200,000); AID 731, 2007; in the data active = activation above about 23%;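 also: 0% = DMSO and 100% = reference agonist; some compounds past the cut are filed as inactive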
bIAP activator = bovine intestinal alkaline phosphatase activators, primary screen, biochemical, bovine IAP, CDP-star luminescence; actives 0.17% (n = 200,000); activation factor at 20 µM; purified bovine IAP, 30 min; active compounds read high; fold of DMSO-control signal, blank-subtracted; alkaline phosphatase, intestinal [Bos taurus];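 active = activation factor of 2 or more at 20 µM, a signal rise over negative controls twice the positive control's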
ROMK mod = ROMK potassium channel modulators, primary screen, cell-based, thallium flux, MLSMR library; AID 1918, 2009; B-score at 10 µM; ATP-sensitive inward rectifier potassium channel 1 (Homo sapiens), P48048; Tet-inducible ROMK, thallium flux fluorescence; actives lie on both sides; actives 2% (n = 130,000);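 active = signal ratio slope over the read window, or its plate-corrected B-score, at least 3 SD from the plate mean, either direction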;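 also: B-score of the F/F0 ratio slope over 7 to 12 s after thallium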
Target sequence (P48048 whole entry, looked up): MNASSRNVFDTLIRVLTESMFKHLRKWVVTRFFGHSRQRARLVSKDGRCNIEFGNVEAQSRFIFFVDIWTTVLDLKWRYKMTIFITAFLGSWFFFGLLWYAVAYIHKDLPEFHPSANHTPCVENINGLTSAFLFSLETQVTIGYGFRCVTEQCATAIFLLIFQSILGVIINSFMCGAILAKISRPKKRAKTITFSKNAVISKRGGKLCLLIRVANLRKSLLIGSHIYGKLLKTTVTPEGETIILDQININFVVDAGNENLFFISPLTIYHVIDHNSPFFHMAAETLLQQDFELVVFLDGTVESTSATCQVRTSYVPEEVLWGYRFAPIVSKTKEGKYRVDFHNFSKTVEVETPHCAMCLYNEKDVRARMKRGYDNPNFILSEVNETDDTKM
DTT redox prof = compounds producing H2O2 with reducing agent – biochemical, NIH compound library profiling, artefact control for MLSCN library redox annotation, primary screen; actives 0.03% (n = 200,000); DTT-dependent redox cycling H2O2, phenol red/HRP absorbance; 100% = 100 µM peroxide control, 0% = buffer; activation, % at 10 µM;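 active = activation of at least 50% relative to the plate's high and low controls in the primary single-dose screen; inactive = activation below 50%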;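 also: compound incubated with DTT at 0.8 mM final as the reducing agent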
* = called active by the depositor; nt = no result given.

SMILES	S1P3 antag	PPARg SRC2 recr	PPARg SRC-1 ag	bIAP inh	TLR4 MyD88 comp	L major viab	SRC2 TRFRET art	PPARg SRC3 recr	bIAP activator	ROMK mod	DTT redox prof
COc1ccc(OC)c(C(C(=O)NCc2ccco2)N(C(=O)Cn2nnc3ccccc32)C2CC2)c1 (stereo not drawn)	-8	0	16	-7	3	8	1573	2	1.1	-1.6	2.2
Cc1ccc(O)c(C(=O)c2cc(C#N)c(=O)n(C(C)c3ccccc3)c2)c1 (stereo not drawn)	-13	3	6	8	-9	19	1340	-3	0.9	0.7	0.3
COc1ccccc1C(=O)NC(=S)Nc1ccc(S(=O)(=O)N2CCN(C)CC2)cc1	-12	3	0	4	-8	-1	1510	-2	1	0.87	-0.2
Oc1ccc(/C=N/Nc2cc(N3CCCC3)nc(N3CCCC3)n2)cc1	nt	8	3	-1	7	13	1631	3	1	0.66	-7.7
Cc1cc(=O)oc2cc(NC(=S)NCc3ccccn3)ccc12	-3	-6	-1	30	-20	21	1615	4	0.7	-6.6*	-0.2
Cc1cc(Oc2ccc(C)c(Cl)c2)nc(SCC(=O)c2ccccc2)n1	-1	4	3	8	-21	29	1605	1	0.9	0.16	0.1
O=C(NCCCN1CCOCC1)C(=O)NCc1ccccc1	-14	2	-4	1	8	-6	1439	7	1	0.69	0.3
Cc1cc(N=Cc2c(O)ccc3ccccc23)no1	-21	10	2	14	-8	-4	1822	0	0.9	nt	-0.2
CCCc1ccc(C#N)c(SC2CC(=O)N(c3ccc(OC)cc3)C2=O)n1 (stereo not drawn)	-21	1	1	6	0	3	1425	8	0.9	0.00093	-0.1
CCOC(=O)c1c(C)oc2cc(Br)c(OC(=O)N3CCOCC3)cc12	7	-4	4	-1	9	15	1573	-2	1	-0.67	-3.9
O=C(CSc1nnnn1C1CCCCC1)NCc1cccc(C(=O)O)c1	8	-1	-1	12	-4	-2	1505	-7	0.9	nt	2.1
COc1cc(C(=O)NCCN2C(=O)S/C(=C\c3cccs3)C2=O)cc(OC)c1OC	2	6	1	11	4	5	1630	-5	0.9	nt	-0.5
CCC(C)NC(=O)C(Cc1ccccc1)NS(=O)(=O)c1cccc2nsnc12 (stereo not drawn)	-10	-3	-3	-3	6	12	1587	0	1	-0.1	-6.5
CCOCCc1nnc(N)s1	nt	2	8	34	2	-4	1556	-3	0.7	1.4	-0.1
COc1ccccc1Nc1cc(C(=O)NCCCN2CCOCC2)c2ccccc2n1	-12	10	-1	-9	2	-2	1541	6	1.1	nt	-0.2

A second format for some results above:
SMILES,S1P3 antag,PPARg SRC2 recr,PPARg SRC-1 ag,bIAP inh,TLR4 MyD88 comp,L major viab,SRC2 TRFRET art,PPARg SRC3 recr,bIAP activator,ROMK mod,DTT redox prof
CCCc1ccc(C#N)c(SC2CC(=O)N(c3ccc(OC)cc3)C2=O)n1 (stereo not drawn),-21,1,1,6,0,3,1425,8,0.9,0.00093,-0.1
CCOC(=O)c1c(C)oc2cc(Br)c(OC(=O)N3CCOCC3)cc12,7,-4,4,-1,9,15,1573,-2,1,-0.67,-3.9

Additional compounds follow:
SMILES	S1P3 antag	PPARg SRC2 recr	PPARg SRC-1 ag	bIAP inh	TLR4 MyD88 comp	L major viab	SRC2 TRFRET art	PPARg SRC3 recr	bIAP activator	ROMK mod	DTT redox prof
COc1cc(C2/C(=C(\O)c3ccc4c(c3)CC(C)O4)C(=O)C(=O)N2CCCn2ccnc2)ccc1O (stereo not drawn)	4	1	4	-2	5	-9	1462	-3	1	nt	1.7
Cc1cc2nc(SCCOC(=O)Nc3ccc(Cl)cc3)nc(C)c2cc1C	nt	5	8	-1	-8	-3	1527	-2	1	nt	1.0
COc1ccccc1C(c1nnnn1Cc1ccccc1)N1CCN(C2CCCC2)CC1 (stereo not drawn)	nt	-3	1	1	2	12	1513	4	1	nt	0.1
Nc1ccc2nc(-c3ccccc3)sc2c1	nt	8	7	0	-8	0	1623	13	1	-1.1	-0.3
COc1ccc(S(=O)(=O)N2CCC(C(=O)NCC3CCCO3)CC2)cc1C (stereo not drawn)	nt	2	1	-12	0	-5	1646	6	1.1	nt	2.2
CCOc1ccc(-n2cccc2C=O)cc1	-7	6	6	-11	-5	-8	1496	7	1.1	nt	-0.1
Cc1ccc(-n2c(Cc3ccccc3)nnc2SCC(=O)NNC(=O)Cc2ccccc2)cc1	nt	6	0	-57	8	-7	1659	2	1.6	nt	-4.8

Filtered by structure: the compounds so far containing a carbonyl joined to an NH by a bond outside any ring.
SMILES	S1P3 antag	PPARg SRC2 recr	PPARg SRC-1 ag	bIAP inh	TLR4 MyD88 comp	L major viab	SRC2 TRFRET art	PPARg SRC3 recr	bIAP activator	ROMK mod	DTT redox prof
COc1ccc(OC)c(C(C(=O)NCc2ccco2)N(C(=O)Cn2nnc3ccccc32)C2CC2)c1 (stereo not drawn)	-8	0	16	-7	3	8	1573	2	1.1	-1.6	2.2
COc1ccccc1C(=O)NC(=S)Nc1ccc(S(=O)(=O)N2CCN(C)CC2)cc1	-12	3	0	4	-8	-1	1510	-2	1	0.87	-0.2
O=C(NCCCN1CCOCC1)C(=O)NCc1ccccc1	-14	2	-4	1	8	-6	1439	7	1	0.69	0.3
O=C(CSc1nnnn1C1CCCCC1)NCc1cccc(C(=O)O)c1	8	-1	-1	12	-4	-2	1505	-7	0.9	nt	2.1
COc1cc(C(=O)NCCN2C(=O)S/C(=C\c3cccs3)C2=O)cc(OC)c1OC	2	6	1	11	4	5	1630	-5	0.9	nt	-0.5
CCC(C)NC(=O)C(Cc1ccccc1)NS(=O)(=O)c1cccc2nsnc12 (stereo not drawn)	-10	-3	-3	-3	6	12	1587	0	1	-0.1	-6.5
COc1ccccc1Nc1cc(C(=O)NCCCN2CCOCC2)c2ccccc2n1	-12	10	-1	-9	2	-2	1541	6	1.1	nt	-0.2
Cc1cc2nc(SCCOC(=O)Nc3ccc(Cl)cc3)nc(C)c2cc1C	nt	5	8	-1	-8	-3	1527	-2	1	nt	1.0
COc1ccc(S(=O)(=O)N2CCC(C(=O)NCC3CCCO3)CC2)cc1C (stereo not drawn)	nt	2	1	-12	0	-5	1646	6	1.1	nt	2.2
Cc1ccc(-n2c(Cc3ccccc3)nnc2SCC(=O)NNC(=O)Cc2ccccc2)cc1	nt	6	0	-57	8	-7	1659	2	1.6	nt	-4.8
